Screening results as filed in PubChem BioAssay.
S1P3 antag: S1P3 (human) receptor antagonism | Q99500 | CHO S1P3 NFAT-BLA reporter, FRET fluorescence, antagonist mode | inhibition, % at 4.98 µM | hit rate 0.27% among 170,000;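 active = inhibition above the plate cutoff, the mean inhibition of test wells on that plate plus 3 SD, cut at about 28% in these data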;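 also: cells challenged with S1P at its EC80 of 0.8 µM; blue over green emission ratio from cleaved BLA substrate after 4 h stimulation; 0% = S1P-stimulated wells and 100% = unstimulated DMSO-only wells; some compounds past the cut are filed as inactive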
G6PDH counter: inhibits Leuconostoc G6PDH, flagging false hits in G6PDH-based assays. inhibition, % at 5 µM. hit rate 0.12% among 200,000. Purified L. mesenteroides G6PDH, diaphorase/resazurin coupled fluorescence, 45 min
Redox H2O2 prof: compounds producing H2O2 with reducing agent – biochemical, NIH compound library profiling, artefact control for MLSCN library redox annotation, primary screen | AID 878 | hit rate 0.03% among 200,000 | DTT-dependent redox cycling H2O2, phenol red/HRP absorbance; 100% = 100 µM peroxide control, 0% = buffer | activation, % at 10 µM;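 active = activation of at least 50% relative to the plate's high and low controls in the primary single-dose screen; inactive = activation below 50%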;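 also: compound incubated with DTT at 0.8 mM final as the reducing agent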
L major viab: reduces viability of Leishmania major promastigotes | inhibition, % at 10 µM | resazurin fluorescence viability | AID 1063 | hit rate 9% among 200,000;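 also: promastigotes grown with compound for 44 hours at 28 °C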
PMI activator: activators of human phosphomannose isomerase; purified human PMI, coupled resazurin fluorescence, 20 min; stronger effect = higher value; 1 = vehicle control, 0 substrate-free wells; activation factor at 20 µM; hit rate 0.005% among 190,000; AID 1214;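 active = activation factor of 2 or more at 20 µM, relative to plate controls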
Diaph act CS: counter-screen for diaphorase-based assays: diaphorase activators and chemical reducers. hit rate 0.005% among 190,000. Diaphorase/resazurin coupled assay, resorufin fluorescence, 16 min; stronger effect = higher value; 1 = vehicle wells, 0 = NADH-free wells. AID 1229. activation factor at 20 µM;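 active = diaphorase activity raised at least twofold by the compound at 20 µM; inactive = activation factor below 2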
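Test system: Clostridium kluyveri diaphorase, purified enzyme. Buffer or medium: 50 mM HEPES pH 7.4 buffer plus MgCl2 and Tween 20. Also added: 0.114 mM NADH and 0.1 mM resazurin, final amounts. Dosing: compound 20 µM once, DMSO 1%. Schedule: 16 min enzyme reaction, ambient temperature. Detection: fluorescence of resorufin, 544 nm excitation, 590 nm emission.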
Hsp70 act: switches on Hsp70 transcription; HeLa Hsp70 promoter luciferase reporter, luminescence; scaled: vehicle 0, proteasome-inhibitor control 100%; activation, % at 10 µM; hit rate 0.04% among 200,000;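 active = activation above the mean across all tested compounds plus 3 SD, cutoff set per campaign, cut at about 5.5% in these data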;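 also: 100% = MG132 at 30 µM as the positive control and 0% = DMSO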
TLR4-MyD88 BLA: blocks binding of human TLR4 to MyD88; O00206+Q99836; HeLa CL3-4 TLR4/MyD88 BLA complementation, FRET ratio; inhibition, % at 8.4 µM; hit rate 0.18% among 200,000; AID 861; in the data active = inhibition above about 25%;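 also: 0% = vehicle and 100% = reference inhibitor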
Target sequence (O00206 whole entry, looked up): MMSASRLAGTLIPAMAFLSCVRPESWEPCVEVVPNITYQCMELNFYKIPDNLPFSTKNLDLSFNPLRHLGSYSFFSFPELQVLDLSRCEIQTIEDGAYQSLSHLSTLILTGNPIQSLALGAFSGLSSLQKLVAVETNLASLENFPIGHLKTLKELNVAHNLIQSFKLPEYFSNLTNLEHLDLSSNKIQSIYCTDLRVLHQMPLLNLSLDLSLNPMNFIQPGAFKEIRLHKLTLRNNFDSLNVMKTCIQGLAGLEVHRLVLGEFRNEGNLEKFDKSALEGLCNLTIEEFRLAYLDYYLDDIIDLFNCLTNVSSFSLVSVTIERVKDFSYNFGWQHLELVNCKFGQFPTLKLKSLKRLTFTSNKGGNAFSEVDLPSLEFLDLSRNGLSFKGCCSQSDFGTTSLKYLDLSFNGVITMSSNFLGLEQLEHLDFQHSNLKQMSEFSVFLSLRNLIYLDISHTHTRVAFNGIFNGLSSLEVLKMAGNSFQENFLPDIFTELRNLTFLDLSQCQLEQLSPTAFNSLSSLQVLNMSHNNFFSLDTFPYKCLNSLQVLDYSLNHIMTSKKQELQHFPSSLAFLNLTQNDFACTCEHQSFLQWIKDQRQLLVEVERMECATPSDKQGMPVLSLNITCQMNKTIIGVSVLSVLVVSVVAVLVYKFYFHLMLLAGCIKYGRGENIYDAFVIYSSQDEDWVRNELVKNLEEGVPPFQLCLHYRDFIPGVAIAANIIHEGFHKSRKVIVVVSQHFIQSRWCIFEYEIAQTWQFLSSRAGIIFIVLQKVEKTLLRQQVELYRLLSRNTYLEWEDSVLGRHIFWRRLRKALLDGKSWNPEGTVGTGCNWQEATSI
Target sequence (Q99836 whole entry, looked up): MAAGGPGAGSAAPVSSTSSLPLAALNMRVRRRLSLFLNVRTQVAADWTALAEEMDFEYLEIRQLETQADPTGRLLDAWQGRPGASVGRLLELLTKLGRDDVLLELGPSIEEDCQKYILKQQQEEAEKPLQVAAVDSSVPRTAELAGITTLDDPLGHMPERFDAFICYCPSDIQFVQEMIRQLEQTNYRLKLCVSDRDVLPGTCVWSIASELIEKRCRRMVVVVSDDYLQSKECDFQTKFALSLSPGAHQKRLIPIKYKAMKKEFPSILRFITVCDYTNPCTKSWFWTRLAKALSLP
Diaphorase inh: counter-screen for diaphorase-based assays: diaphorase inhibitors and chemical oxidizers; hit rate 0.69% among 190,000; inhibition, % at 20 µM; diaphorase resazurin-to-resorufin fluorescence, NADH, 16 min; bacterial (C. kluyveri) enzyme, not human; AID 1217;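 active = primary screen inhibition at 20 µM above a set limit, cut at about 50% in these data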;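 also: plate controls were DMSO with full reaction for no effect and wells lacking NADH for full effect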
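controls = No-NADH positive control and DMSO neutral control | system = Clostridium kluyveri diaphorase enzyme | timing = reaction incubation of 16 min at room temperature | signal = resorufin fluorescence 544/590 nm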
RAM network inh: yeast RAM network inhibition; S. cerevisiae dse1pr::URA3 reporter, 5-FOA growth OD615, 2 d; analog-sensitive cbk1-as2 kinase mutant strain; AID 868; inhibition, % at 50 µM; hit rate 1.8% among 190,000;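 active = inhibition above a set limit, 3 SD over mean compound inhibition, cut at about 8.4% in these data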;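 also: 0% = DMSO-only wells with no growth and 100% = 10 µM 1-NA-PP1 full growth; inhibition rescues growth on 5-FOA so higher OD means more RAM inhibition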
PMI act satM6P: increases human PMI activity with near-saturating mannose 6-phosphate. P34949. coupled PMI enzyme assay, resazurin fluorescence, 20 min; stronger effect = higher value; 1 = untreated enzyme, 0 = substrate-free blank. activation factor at 20 µM. hit rate 0.34% among 190,000. AID 1216;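 active = activation factor of 2 or more at 20 µM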
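Material: human phosphomannose isomerase with PGI, G6PDH, diaphorase coupling enzymes / Reagent: Man-6-P substrate 1.0 mM / Dosing: single compound dose of 20 µM, 1% DMSO final / Incubation: enzyme reaction with compound 20 min at room temperature / Signal: resorufin fluorescence (Ex 544/Em 590 nm) from resazurin via diaphorase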
The depositor's hits bear a star; · = not tested or not shown. Rule as the data show it, unless noted: active = inhibition above about 50%; inactive = the rest.

Every second line gives: Redox H2O2 prof	L major viab	PMI act satM6P	RAM network inh	Diaphorase inh	G6PDH counter	Hsp70 act	S1P3 antag	TLR4-MyD88 BLA	PMI activator	Diaph act CS
> CSc1ccccc1NC(=O)Cc1ccc(Br)cc1
 : 0.4	54*	1	1.6	14	3	0.0	-10	-6	1	0.9
> CCOc1ccccc1CNC(=O)CCNC(=O)Cn1ccc2ccccc2c1=O
 : 0.2	-2	1	2.8	8	10	-0.4	·	-10	1	0.9
> CCCCn1c(NCCC)nc2c1c(=O)[nH]c(=O)n2C
 : 2.0	-5	0.8	-0.8	12	7	-0.3	-22	-7	0.8	0.9
> CC(C)COc1ccc(C(=O)CCN2CCCCC2)cc1
 : -1.5	96*	1	-1.7	-6	10	-0.2	5	3	0.9	1.1
> COc1ccc(NC(=O)CSc2nnc(COc3ccccc3)n2Cc2ccco2)cc1OC
 : -1.2	19	0.8	9.9*	23	8	-0.5	22	-2	0.9	0.8
> Cc1ccc(-c2ccc(CCC(=O)O)n2-c2cccc(O)c2)cc1
 : 0.8	-4	0.9	0.9	7	6	-0.1	·	-2	0.8	0.9
> CCn1c(-c2ccccc2O)n[nH]c1=S
 : 2.2	-2	0.9	1.5	27	13	0.1	-16	-5	0.9	0.7
> Fc1ccc2nc(Nc3nc4c(s3)CCCC4)sc2c1
 : -0.7	78*	1	2.2	7	9	0.0	15	-10	1	0.9
> COc1ccc(S(=O)(=O)NC(CC(=O)NCCc2ccc(OC)c(OC)c2)c2ccco2)cc1 (stereo unspecified)
 : 1.7	-1	1	6.2	8	-4	0.0	94*	7	0.9	0.9
> CCOC(=O)c1ccc(NC(=O)CSc2nc(SC)ns2)cc1
 : 0.4	-3	0.9	3.1	26	5	-0.3	0	-11	0.8	0.7
> CC(C)Sc1nc2c(c(=O)[nH]1)C(c1cccs1)C1=C(CC(C)(C)CC1=O)N2 (stereo unspecified)
 : -0.8	-6	1.1	1.1	9	4	-0.2	·	-3	1	0.9
> COC(=O)c1cc(NC(=O)CSc2nnc(CN3CCOCC3)n2C)ccc1Cl
 : 1.5	-3	1	-0.7	6	-6	-0.6	5	-8	1	0.9
> COC(=O)c1cc2ccsc2n1Cc1cc(=O)n2ccccc2n1
 : -0.5	8	1	-0.2	11	16	0.6	8	3	1	0.9
> COc1ccc(Br)cc1C(=O)Nc1cccc(C)c1
 : -0.1	-3	1	1.9	10	-1	-0.1	·	-3	1	0.9
> COc1ccc(-c2nnc(SC3CCOC3=O)n2C2CCCCC2)cc1OC (stereo unspecified)
 : 2.6	-10	1	0.4	8	6	-0.3	12	-10	1.1	0.9
> COc1ccc(NC(=O)C2CCCN2C(=O)NCc2ccccc2)c(OC)c1 (stereo unspecified)
 : -0.1	4	1	0.2	16	-2	0.3	-14	7	1	0.8
> CC1(C)CC(=O)C(C=NCCN2CCN(C(=O)c3ccc(F)cc3)CC2)=C(O)C1
 : 0.6	-3	1.1	0.8	5	1	-0.4	·	-5	1	1
> CCOC(=O)CNC(=O)C(CC(C)C)NC(=O)C1CCCCC1 (stereo unspecified)
 : 0.2	0	0.9	-1.6	2	7	-0.3	·	-5	0.9	1
> O=C(/C=C/c1ccc(Cl)c([N+](=O)[O-])c1)Nc1cccc(NC(=O)c2ccco2)c1
 : 0.0	18	0.9	1.7	10	-18	0.1	-10	-1	0.9	0.9
> CC(C)[C@H](Nc1nc(-c2ccccc2)nc2c1oc1ccccc12)C(=O)O
 : -2.5	-5	1.1	1.7	7	3	-0.4	·	22	1	0.9
> CCc1ccc(S(=O)(=O)NCc2csc(-c3cccnc3)n2)s1
 : 0.2	-3	1	2.4	-4	15	-0.2	-11	-3	1.1	1
> Cc1cc2nc(-c3ccc(SCC(=O)N4CCc5ccccc54)nc3)[nH]c2cc1C
 : -8.7	86*	0.9	6.7	-5	-2	-0.2	·	0	0.9	1
> CCOc1ccc(-n2c(=O)c3c4c(sc3n(CC(=O)NCc3ccco3)c2=O)CCC4)cc1
 : -0.1	-5	0.9	5.7	25	4	0.0	-19	-2	0.8	0.7
> O=C(Cc1cccc2ccccc12)OCn1nnc2ccccc2c1=O
 : -0.8	1	0.7	4.7	34	-12	-0.1	·	-4	0.8	0.7
> COc1ccc(-c2cc(=O)c3cc(OC)ccc3[nH]2)cc1
 : 0.5	-5	1.3	0.9	2	5	-0.2	-11	4	1.3	1
> CC(C)(C)C(=O)Nc1ccccc1N1CCN(C(=O)c2ccc(Cl)cc2)CC1
 : 1.9	18	1	1.6	12	-17	-0.2	2	-9	0.9	0.9
> CCOC(=O)c1sc(NC(=O)Nc2ccc(Cl)cc2)cc1C
 : 2.0	89*	0.9	-0.7	6	-60	-0.4	·	-8	0.9	0.9
> CCOc1ccc2c(C)c(C(=O)O)oc2c1OCC
 : 2.2	-4	1	2.0	7	8	0.2	9	13	1	0.9
> Cc1ccc(CNC(=O)Nc2ccccc2)cc1
 : -0.5	5	1.1	-0.7	3	19	-0.1	-17	14	1	1
> Cc1ccc(CSc2nnc(SCC(=O)N/N=C/C=C/c3ccccc3[N+](=O)[O-])s2)cc1
 : 0.1	-3	1	6.7	21	3	-0.2	-7	5	1	0.8

Single records (already shown). Screens in order: Redox H2O2 prof	L major viab	PMI act satM6P	RAM network inh	Diaphorase inh	G6PDH counter	Hsp70 act	S1P3 antag	TLR4-MyD88 BLA	PMI activator	Diaph act CS
CC(C)[C@H](Nc1nc(-c2ccccc2)nc2c1oc1ccccc12)C(=O)O in the list: -2.5	-5	1.1	1.7	7	3	-0.4	·	22	1	0.9
Cc1ccc(CNC(=O)Nc2ccccc2)cc1 in the list: -0.5	5	1.1	-0.7	3	19	-0.1	-17	14	1	1
CC(C)(C)C(=O)Nc1ccccc1N1CCN(C(=O)c2ccc(Cl)cc2)CC1 in the list: 1.9	18	1	1.6	12	-17	-0.2	2	-9	0.9	0.9
O=C(/C=C/c1ccc(Cl)c([N+](=O)[O-])c1)Nc1cccc(NC(=O)c2ccco2)c1 in the list: 0.0	18	0.9	1.7	10	-18	0.1	-10	-1	0.9	0.9
COc1ccc(-c2cc(=O)c3cc(OC)ccc3[nH]2)cc1 in the list: 0.5	-5	1.3	0.9	2	5	-0.2	-11	4	1.3	1

(next part)
Every second line gives: Redox H2O2 prof	L major viab	PMI act satM6P	RAM network inh	Diaphorase inh	G6PDH counter	Hsp70 act	S1P3 antag	TLR4-MyD88 BLA	PMI activator	Diaph act CS
> Cc1ccc(-c2nnc(Nc3ccc4c(c3)OCO4)c3ccccc23)cc1S(=O)(=O)NCCO
 : -0.7	77*	1	0.5	11	2	-0.1	-12	-9	0.9	0.9
> CC(=O)Nc1ccc(-c2csc(Nc3cc(C)ccn3)n2)cc1
 : -0.4	60*	1	0.1	11	4	-0.2	-2	12	1	0.9
> CCOC(=O)C1(C)/C(=N/Nc2ccccc2)C(=O)C(=O)N1c1ccccc1 (stereo unspecified)
 : 0.1	1	2.1*	-0.4	20	12	-0.3	·	-6	1.7	0.8
> CCCCn1c(SCC(=O)Nc2ccc(OC)cc2)nc2ccc(N3CCOCC3)cc2c1=O
 : 2.7	-2	1.3	3.5	38	-37	-0.5	·	12	1	0.6
> COc1cccc2c1OCC/C2=N\NC(=O)C(C)Oc1ccc([N+](=O)[O-])cc1 (stereo unspecified)
 : -0.3	-6	1	2.4	32	10	-0.3	-6	-13	0.9	0.7
> O=C(NNC(=S)NC(=O)c1cccnc1)c1ccccc1
 : -0.9	-4	0.9	-0.3	24	8	-0.3	·	-14	0.8	0.8
> CC(C)Nc1cc(C(F)(F)F)nc(-c2ccccn2)n1
 : 1.6	3	1.1	-0.9	7	10	0.0	·	0	1.1	0.9
> CCOC(=O)c1cn2ccc(C)cc2n1
 : 0.0	-3	0.9	1.0	17	19	0.1	-1	0	0.9	0.8
> C=C(C)C1CCC(C)=C1COC(=O)Nc1ccccc1 (stereo unspecified)
 : -0.1	96*	0.9	-1.3	18	14	-0.3	16	-15	0.9	0.8
> CCOC(=O)N1CCN(S(=O)(=O)c2ccc(C(=O)Nc3nnc(C4CC4)o3)cc2)CC1
 : -0.3	-11	1	1.0	16	19	-0.3	10	-5	0.9	0.8
> CCOc1ccc(NC(=O)CCN2CCCCC2)cc1
 : -0.9	4	0.9	0.9	7	1	0.8	17	2	1	0.9
> COc1ccc(-n2c(C)cc(/C=C3/SC(=O)N(CC(=O)N4CCOCC4)C3=O)c2C)cc1
 : -0.6	4	0.7	7.0	10	-18	-0.3	0	-3	0.9	0.9
> O=C(Nc1cccc2ccccc12)c1cnccn1
 : -0.3	-4	0.9	0.8	14	-8	-0.2	-44	-2	0.9	0.9
> Cc1n[nH]c(=S)n1/N=C/c1cccc(OCc2ccccc2)c1
 : 0.2	-3	1	2.5	30	7	0.0	-9	-9	0.9	0.7
> CC12CN3CCN(CC(C3)C1(O)CN1CCCCC1)C2 (stereo unspecified)
 : -0.1	-1	1	0.6	-9	6	-0.4	-12	-4	0.9	1.1
> CN(C)S(=O)(=O)c1ccc2nc(NC(=O)c3cccs3)sc2c1
 : 1.4	19	1	0.3	11	2	0.1	·	-1	0.9	0.9
> CSc1ccc(OC2CCCCC2NS(=O)(=O)c2ccccc2)cc1 (stereo unspecified)
 : -0.1	22	0.8	8.3	22	-2	-0.3	-7	12	0.8	0.8
> COc1ccc2nc(NC(=O)c3cccc(S(=O)(=O)N4CCOCC4)c3)sc2c1
 : -0.1	22	0.9	3.1	18	3	-0.3	·	6	0.9	0.8
> COc1cccc(NC(=O)c2ccc(Cn3cc([N+](=O)[O-])cn3)o2)c1
 : -0.2	47	0.9	1.9	20	5	-0.5	-9	-1	1	0.8
> Fc1ccc(-c2nc3ccccn3c2NCc2ccc3c(c2)OCO3)cc1
 : 0.1	16	0.8	2.6	19	5	-0.2	4	8	0.9	0.8
> C/C(Cl)=C\Cn1c(O)c(N=O)c2ccccc21
 : -0.7	-5	1	0.0	3	14	-0.1	-2	8	1	1
> O=C(NCc1ccco1)C(=O)NCC1OCCCN1S(=O)(=O)c1ccccc1 (stereo unspecified)
 : -0.5	0	1.1	-0.5	4	1	-0.3	4	2	1.1	1
